Source: PubChem (National Center for Advancing Translational Sciences (NCATS))
GLP-1R agonist: qHTS of GLP-1 Receptor Agonists; Potency, µM (doses to about 45.6 µM), inactives show at the highest dose activation, actives largely listed as activators; actives 0.007% (n = 380,000); HEK293 GLP-1R CRE-luciferase, luminescence, 4-6 h; cells express a hypersensitive GLP-1R form; Glucagon-like peptide 1 receptor (Homo sapiens), P43220; note: potency is the fitted concentration of half-maximal effect; % of control where 0% means no effect
Target sequence (P43220 whole entry, looked up): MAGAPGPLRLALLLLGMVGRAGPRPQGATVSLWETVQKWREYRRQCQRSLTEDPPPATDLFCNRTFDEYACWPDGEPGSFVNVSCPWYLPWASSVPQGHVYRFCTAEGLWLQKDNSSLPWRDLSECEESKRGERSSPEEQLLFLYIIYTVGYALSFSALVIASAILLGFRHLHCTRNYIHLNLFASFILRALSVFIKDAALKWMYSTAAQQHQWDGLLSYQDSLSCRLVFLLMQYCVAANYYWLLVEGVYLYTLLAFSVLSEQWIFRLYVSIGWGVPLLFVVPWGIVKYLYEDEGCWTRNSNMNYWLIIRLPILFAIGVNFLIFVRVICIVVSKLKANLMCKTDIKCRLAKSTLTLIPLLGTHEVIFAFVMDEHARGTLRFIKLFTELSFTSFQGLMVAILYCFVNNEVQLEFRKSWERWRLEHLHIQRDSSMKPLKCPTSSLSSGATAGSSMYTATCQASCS
Akt phos inh: HTS Assay for Inhibitors of Akt Phophorylation: Primary Screen | Neuro2A IGF-stimulated pAkt S473 HTRF, 20 min; stronger effect = lower value | activity change, % for hits at 50 µM | actives 0.32% (n = 360,000) | AID 651550, 2012; in the data active = activity change below about -80%; inconclusive = mostly about -51% to -80%; note: % is set by controls: 0 for no effect and ±100 for the full control effect
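Neuro2A cells (4,500/well, DMEM with 0.5% FBS) were treated with compound at a single 50 µM final concentration, stimulated with 6 nM IGF for 20 min at 37 °C, and lysed. Phospho-Akt Ser473 was read by HTRF as 665/615 ratio ×10^4.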
PTHR1 agonist: qHTS for PTHR1 Agonists: Primary Screen | HEK293 GP2 PTHR1 cells, GloSensor cAMP luminescence, 1 h | actives 0.075% (n = 410,000) | Parathyroid hormone/parathyroid hormone-related peptide receptor (Homo sapiens), Q03431 | Potency, µM (doses to about 115 µM), without a hit: at the highest dose activation, usual class: activators; note: potency is the fitted concentration of half-maximal effect; nearly all actives have a fitted effect of over 55% in size; some results filed as inactive show a strong effect at the top dose; inactives centre near -15; many of its hits are not listed in these tables
Target sequence (Q03431 whole entry, looked up): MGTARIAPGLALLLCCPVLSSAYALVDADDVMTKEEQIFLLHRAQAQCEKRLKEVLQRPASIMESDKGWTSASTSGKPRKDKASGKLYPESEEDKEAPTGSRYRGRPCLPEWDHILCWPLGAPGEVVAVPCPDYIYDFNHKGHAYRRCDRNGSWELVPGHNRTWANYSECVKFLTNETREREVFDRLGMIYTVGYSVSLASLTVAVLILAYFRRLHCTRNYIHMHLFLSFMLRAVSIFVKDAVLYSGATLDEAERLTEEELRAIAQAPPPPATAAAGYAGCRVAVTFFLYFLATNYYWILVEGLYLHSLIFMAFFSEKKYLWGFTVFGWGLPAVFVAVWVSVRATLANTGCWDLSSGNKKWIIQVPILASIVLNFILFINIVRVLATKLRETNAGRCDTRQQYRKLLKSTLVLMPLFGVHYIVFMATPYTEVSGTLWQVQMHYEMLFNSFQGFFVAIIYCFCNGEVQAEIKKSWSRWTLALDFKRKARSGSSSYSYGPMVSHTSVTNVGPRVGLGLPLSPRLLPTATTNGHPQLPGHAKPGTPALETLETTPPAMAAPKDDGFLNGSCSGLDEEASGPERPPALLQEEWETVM
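HEK-293-derived GP2 cells expressing PTHR1 and a GloSensor cAMP reporter, 3,000/well, plated overnight, given luciferin plus IBMX (each 0.5 mM as added) for 1 h at 37 °C, then compound for 1 h at 37 °C. Luminescence was read after 15 min at room temperature.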
FUS suppressor: qHTS for Suppressors of FUS Proteinopathy: Primary screen using FUS-linked yeast assay; AID 1347120, 2019; S. cerevisiae FUS-expressing, growth rescue, OD600, 24 h; Potency, µM (top dose mostly 76.6 µM), inactives show at the top dose growth rescue (activation), actives largely listed as activators; actives 0.24% (n = 390,000);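 note: potency is the fitted concentration of half-maximal effect; plate controls were DMSO vehicle for no effect and reference control for full effect; nearly all actives have a fitted effect of over 55% in size; some results filed as inactive show a strong effect at the top dose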
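Cultures pregrown in 2.5% raffinose medium are shifted to minimal medium containing 2% galactose to express toxic FUS. Compounds are tested at several concentrations. After 24hr at 30C, growth is quantified at 600 nm absorbance.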
aSyn rescue: qHTS of alpha-syn Inhibitors | Yeast expressing alpha-synuclein, growth rescue, BacTiter-Glo, 24 h | actives 0.14% (n = 370,000) | Potency, µM (top dose mostly 46.1 µM), for inactives: at the highest dose growth rescue (activation), most hits filed as activators; note: potency is the fitted concentration of half-maximal effect; % of control where 0% means no effect; nearly all actives have a fitted effect of over 65% in size
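Readout is rescue of growth in alpha-synuclein-expressing yeast, so inhibitors of toxicity appear as activators. Growth after 24 hr at 30 deg C in galactose medium is quantified by luminescence.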
DRD3 antagonist: qHTS of D3 Dopamine Receptor Antagonist: qHTS. D3R cells, DiscoveRx beta-arrestin luminescence, antagonist mode; stronger effect = lower value. max response, negative = inhibition, %. actives 2.5% (n = 360,000); in the data active = max response below about -50%; inconclusive = no clear call, values can overlap the other calls; note: % is set by controls: 0 for no effect and ±100 for the full control effect; mostly tested at two doses, the higher about 12 µM
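Cells expressing the human receptor were seeded at 1500 cells/well, incubated overnight at 37 degrees C in 5% CO2, then exposed to library compounds with dopamine controls for 90 minutes at 37 degrees C before luminescent detection.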
GLP1R inv ag: qHTS of GLP-1 Receptor Inverse Agonists (Inhibition Mode). Glucagon-like peptide 1 receptor (Homo sapiens), P43220. HEK293 GLP-1R CRE-luciferase, luminescence, 24 h; GLP-1R form is constitutively active. Potency, µM (doses to about 38.3 µM), without a hit: top-dose activity change, negative = inhibition, actives largely listed as inhibitors. actives 1.6% (n = 410,000). AID 624417, 2012; note: potency is the fitted concentration of half-maximal effect; % is set by controls: 0 for no effect and ±100 for the full control effect; nearly all actives have a fitted effect of over 55% in size
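Inverse agonists were sought by their lowering of basal cAMP reporter luciferase output in HEK293 cells stably carrying constitutively active human GLP-1R, after 24 h compound treatment.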
TDP-43 yeast inh: qHTS of TDP-43 Inhibitors | TDP-43 expressing yeast growth rescue, BacTiter-Glo, 24 h | actives 1.8% (n = 410,000) | Potency, µM (titrated, usually from 46.1 µM), for the others: at the highest dose growth rescue (activation), most hits filed as activators; note: potency is the fitted concentration of half-maximal effect; % of control where 0% means no effect; nearly all actives have a fitted effect of over 50% in size
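Growth rescue of TDP-43-toxic yeast measured as ATP luminescence (BacTiter-Glo). Cells grown to mid-log in raffinose, induced in galactose at OD600=0.02, exposed to compound 24 hr at 30 deg C.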
Abeta yeast res: qHTS for compounds that reverse cellular toxicity of Amyloid beta (A-beta) peptide in yeast: Primary Screen; yeast expressing A-beta42, growth rescue, OD600, 48 h; response scale: 0% DMSO, 100% iron-clioquinol control; Potency, µM (titrated, usually from 46.1 µM), inactives show top-dose growth rescue, hits mostly activators; actives 0.063% (n = 410,000); note: potency is the fitted concentration of half-maximal effect; nearly all actives have a fitted effect of over 55% in size
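Growth rescue measured by 600 nm absorbance after 48 h yeast culture at 30 C with compound. Values normalized between DMSO and an equimolar ferric chloride plus clioquinol control.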
Numbers without * were called inactive; i = inactive; ? = inconclusive; nt = no result given; [ ] = remark or other dose. Unless noted, calls come from the whole dose curve; as a rule, active = well fitted curve in the direction sought with a large enough effect; inconclusive = small, poorly fitted or top-dose-only effect, or another doubt; inactive = no such curve, though single readings can be large; an effect the other way counts as inactive or inconclusive. An excerpt (hit frequency here may not be typical).

#	canonical_smiles	GLP-1R agonist	Akt phos inh	PTHR1 agonist	FUS suppressor	aSyn rescue
1	O=C(Cn1cnc2cc([N+](=O)[O-])ccc2c1=O)Nc1cccc(S(=O)(=O)N2CCCCC2)c1	-7%	i	-11%	?	1%
2	Cn1c(=O)n(C)c2cc([N+](=O)[O-])c(N3CCN(C(=O)c4ccc(Cl)cc4)CC3)cc21	-7%	i	i	-14%	-3%
3	CCOC(=O)[C@]12CCC=C1N(CCC1=CCCCC1)C(=O)[C@H](CC(=O)N1CCOCC1)C2	5%	i	-24%	8%	14%
4	Cc1ccc(NS(=O)(=O)c2c(C)nc3sccn3c2=O)c(C)c1	9%	i	i	0%	?
5	O=C(NCCc1c[nH]c2ccccc12)c1ccc2c(c1)OCO2	8%	i	-13%	13%	0%
6	Cc1ccsc1C(=O)N1CCCC(CCC(=O)NCc2ccccc2F)C1 (stereo unspecified)	-2%	i	i	9%	-3%
7	Cc1ccccc1NC(=O)N1CCCC(c2nc(-c3ccc(C(C)C)cc3)no2)C1 (stereo unspecified)	-11%	i	-35%[inhibitor]	37%	0%
8	CC(=O)N1Cc2cc(N)ccc2Oc2ccccc21	5%	i	i	-8%	2%
9	CC(C)CCc1noc(CN2CCC(C(=O)N3CCOCC3)CC2)n1	-4%	i	-14%	-36%	0%
10	Cc1cccc(NC(=O)Cn2c(C(F)(F)F)nc3ccccc32)c1C	0%	nt	?	9%	nt

#	DRD3 antagonist	GLP1R inv ag	TDP-43 yeast inh	Abeta yeast res
1	10	?	13%	-2%
2	-17	?	-26%	-25%
3	3	7%	6%	-28%
4	-5	-8%	?	?
5	-4	?	0%	0%
6	7	-6%[0.307 µM]	9%	11%
7	13	?	-6%	-5%
8	15	16%	-3%[0.397 µM]	-12%
9	-9	5%	12%	-15%
10	nt	15%	0%	-12%

Looked up above:
Cn1c(=O)n(C)c2cc([N+](=O)[O-])c(N3CCN(C(=O)c4ccc(Cl)cc4)CC3)cc21 in GLP-1R agonist = -7%
O=C(NCCc1c[nH]c2ccccc12)c1ccc2c(c1)OCO2 in PTHR1 agonist = -13%

The listing picks up; the three compounds before the break are reprinted first.
#	canonical_smiles	GLP-1R agonist	Akt phos inh	PTHR1 agonist	FUS suppressor	aSyn rescue
8	CC(=O)N1Cc2cc(N)ccc2Oc2ccccc21	5%	i	i	-8%	2%
9	CC(C)CCc1noc(CN2CCC(C(=O)N3CCOCC3)CC2)n1	-4%	i	-14%	-36%	0%
10	Cc1cccc(NC(=O)Cn2c(C(F)(F)F)nc3ccccc32)c1C	0%	nt	?	9%	nt
11	COC(=O)c1c(NC(=O)Cc2coc3ccc(C(C)C)cc23)sc2c1CCC2	nt	nt	-2%	-8%	nt
12	CC1(C)CC(=O)C(C=NCCN2CCN(C3CC(=O)N(c4ccc(Cl)c(Cl)c4)C3=O)CC2)=C(O)C1 (stereo unspecified)	8%	i	-4%	7%	10%
13	c1ccc2[nH]c(CSc3ncnc4c3oc3ccccc34)nc2c1	0%	nt	?	36%	-4%
14	CCCCNC(=O)Cn1nc(-c2ccc(C)cc2)ccc1=O	1%	i	i	0%	-1%
15	COc1ccccc1-c1csc(C(O)(c2ccccc2)C(F)(F)F)n1 (stereo unspecified)	-5%	i	-19%	18%	-67%[inhibitor]
16	C[C@H](CO)N1C[C@H](C)[C@H](CN(C)C(=O)c2ccc3ccn(C)c3c2)OCc2cnnn2CCCC1=O	5%	i	i	4%	?
17	O=C(Nc1ccc(N=Nc2ccccc2)c(NC(=O)C2CCCO2)c1)C1CCCO1 (stereo unspecified)	13%	i	-2%	?	-1%
18	CC(C)CCNC(=O)c1ccc2c(SCC(=O)O)c3c(nc2c1)CCC3	5%	i	i	-6%	-8%
19	Cc1cccc(-c2noc(Cc3ccccc3)n2)c1	9%	i	-10%[57.5 µM]	-10%	-4%
20	C(=C(c1ccccc1)c1ccccc1)c1ccccn1	0%	i	i	-11%	2%

#	DRD3 antagonist	GLP1R inv ag	TDP-43 yeast inh	Abeta yeast res
8	15	16%	-3%[0.397 µM]	-12%
9	-9	5%	12%	-15%
10	nt	15%	0%	-12%
11	nt	13%	-2%	-13%
12	11	4%	?	-32%[inhibitor]
13	-20	9%	-5%	-21%
14	?	3%	5%	-15%
15	-2	?	-89%[inhibitor]	-3%
16	4	17%	13%	8%
17	8	?	14µM*	-13%
18	-13	19%	3%	-1%
19	9	8%	2%	9%
20	-9	?	17%	-8%

(cont.)
#	canonical_smiles	GLP-1R agonist	Akt phos inh	PTHR1 agonist	FUS suppressor	aSyn rescue
21	CN(C)c1nc(-c2ccccn2)nnc1-c1ccccc1	-7%	i	i	6%	?
22	CCOC(=O)c1ccccc1NC(=O)CSc1nccn1Cc1ccco1	nt	nt	i	-1%	nt
23	Cc1cccc(N(C)c2cc(-c3ccc(F)cc3)nc3ccnn23)c1	-2%	i	i	-7%	-13%
24	Cc1cc(-c2nnc(SCC(=O)Nc3cccc(F)c3)n2N)n[nH]1	-3%	i	i	4%	4%
25	O=C(Cn1nc(-c2ccccc2)c2c(c1=O)CCCC2)Nc1ccc(F)c(Cl)c1	nt	nt	-58%	10µM*	nt
26	Cc1c(CBr)[n+](=O)c2c(n1[O-])C(Br)CCC2Br (stereo unspecified)	5%	i	i	0%	0%
27	COc1ccc(C(C(=O)NC(C)(C)C)N(Cc2cccs2)C(=O)CCC(=O)Nc2cc(C)on2)cc1 (stereo unspecified)	-5%	i	-13%[57.5 µM]	20%	4%
28	Cn1c(=O)c2c(nc(CN3CCOCC3)n2CCc2ccccc2)n(C)c1=O	-5%	i	-2%	14%	9%
29	Cc1ccc(-c2nnc(SCC(=O)c3ccc(Cl)cc3)n2-c2ccccc2)cc1	nt	nt	-18%	6%	nt
30	C=CCCC(=O)Nc1nc(C)c(-c2csc(Nc3cccc(OC)c3)n2)s1	5%	i	-15%	27%	-3%

#	DRD3 antagonist	GLP1R inv ag	TDP-43 yeast inh	Abeta yeast res
21	4	6%	26%	-78%[inhibitor]
22	nt	-11%	23%	9%
23	-8	-29%	25%	-9%
24	7	9%	6%	5%
25	nt	-28%	-6%	5%
26	-14	11%	4%	-9%
27	11	-26%	8%	?
28	-17	5%	13%	?
29	nt	5%	18%	-6%
30	30	-12%	23%	6%

Following part
#	canonical_smiles	GLP-1R agonist	Akt phos inh	PTHR1 agonist	FUS suppressor	aSyn rescue
31	CC(C)C(=O)Nc1cccc(-c2nc3ncccc3o2)c1	-1%	i	-38%	-19%	1%
32	C=CCN(c1ccc(C(=O)NC(C)C)cc1)S(C)(=O)=O	3%	i	-33%[inhibitor][57.5 µM]	12%	0%
33	CC(C)N(C(=O)NC(=O)Nc1ccc(S(=O)(=O)N2CCCC2)cc1)S(C)(=O)=O	-3%	i	-8%	-35%	11%
34	COc1cc(OC)cc(C(=O)N2CCN(C(=O)c3cccnc3)CC2)c1	-1%	i	i	12%	10%
35	COc1ccccc1CNC(=O)C1CCC(CNc2c(N3CCCCC3)c(=O)c2=O)CC1 (stereo unspecified)	-7%	i	i	-1%	15%
36	CCC1(O)CC(c2ccccc2)=NN1C(=O)c1ccccc1F (stereo unspecified)	-5%	i	i	13%	-3%
37	Cc1c(C(=O)N2CCN(c3ccccn3)CC2)sc2ncnc(N3CCOCC3)c12	20%	i	-5%[57.5 µM]	-1%	0%
38	CCOC(=O)c1sc2cccc(F)c2c1N	0%	i	i	nt	10%
39	CCOc1ccc(NC(=O)C(Cc2ccccc2)NC(=O)C2CCCCC2)cc1 (stereo unspecified)	-14%	i	-20%	nt	-8%
40	CCCCN1C2CCCC1CC(NC(=O)c1ccc(OC)c(OC)c1)C2 (stereo unspecified)	0%	i	i	20%	-1%
41	CCOC(=O)C1=C(C)N(C)C(=O)NC1c1cccc2ccccc12 (stereo unspecified)	7%	i	-14%	0%	5%
42	CC(=O)c1sc(-c2ccc(F)cc2)cc1NS(=O)(=O)c1ccc(C)cc1	-6%	i	i	6%	3%

#	DRD3 antagonist	GLP1R inv ag	TDP-43 yeast inh	Abeta yeast res
31	11	8%	12%	-3%
32	-17	0%	-15%	-5%
33	2	0%	21%	-4%
34	6	0%	15%	-5%
35	21	-5%	6%	6%
36	6	?	7%	11%
37	2	0%	-8%	-1%
38	0	7%	2%	20%
39	-5	16%	15%	2%
40	-14	-2%	0%	14%
41	0	-13%	-1%	2%
42	-5	-10%	5%	4%

Record cards (already shown).
Record of Cc1c(C(=O)N2CCN(c3ccccn3)CC2)sc2ncnc(N3CCOCC3)c12 → GLP-1R agonist = 20%; Akt phos inh = i; PTHR1 agonist = -5%[57.5 µM]; FUS suppressor = -1%; aSyn rescue = 0%; DRD3 antagonist = 2; GLP1R inv ag = 0%; TDP-43 yeast inh = -8%; Abeta yeast res = -1%
Record of CCOC(=O)C1=C(C)N(C)C(=O)NC1c1cccc2ccccc12 (stereo unspecified) → GLP-1R agonist = 7%; Akt phos inh = i; PTHR1 agonist = -14%; FUS suppressor = 0%; aSyn rescue = 5%; DRD3 antagonist = 0; GLP1R inv ag = -13%; TDP-43 yeast inh = -1%; Abeta yeast res = 2%
